Screening results (PubChem BioAssay)
HepG2 tox – counter-screen for TGF-b inhibitors: cytotoxicity in HepG2 cells. AID 588856. 0.76% of 410,000 active. Potency, µM (doses to about 46.1 µM), for the others: at the top dose activity change, negative = cytotoxicity, usual class: cytotoxic. HepG2 CAGA-GFP viability, ATP luminescence, 18 h; note: potency is the fitted concentration of half-maximal effect; some results filed as inactive show a strong effect at the top dose
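CellTiter-Glo luminescence gave cytotoxicity after 18 hours at 37 degrees C. The cells were HepG2 CAGA-GFP in 1% FBS DMEM, stimulated with 500 pg/mL TGF-beta after compound addition. %Activity was normalised to no-cell wells (complete cell-killing) and DMSO (no toxicity), and curves were fitted and classified.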
S2 tox – cell viability loss in ATXN counter-screen; S2 cells (HEK-293 line with an ATXN2-luciferase reporter) viability, CellTiter-Fluor protease fluorescence, 24 h; AID 651635; 0.49% of 400,000 active; Potency, µM (highest dose often 56.7 µM), actives largely listed as cytotoxic; note: potency is the fitted concentration of half-maximal effect; nearly all actives have a fitted effect of over 40% in size
TGFb SMAD3 inh – TGF-b pathway inhibition; HepG2 CAGA-GFP TGF-b/SMAD3 reporter, GFP fluorescence, 18 h; TGF-beta stimulated, 500 pg/mL final; Potency, µM (highest dose often 46.1 µM), for inactives: at the top dose activity, negative = inhibition, actives largely listed as inhibitors; 1.2% of 410,000 active; note: potency is the fitted concentration of half-maximal effect; % is set by controls: 0 for no effect and ±100 for the full control effect; nearly all actives have a fitted effect of over 65% in size
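GFP signal (ex488/em500-530) from TGF-beta-stimulated HEPG2 CAGA-GFP cells, 500 pg/mL final, 18 h at 37 degrees C in DMEM plus 1% FBS, normalized to unstimulated and DMSO-stimulated controls.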
CCT modulator – modulators of cytosolic chaperonin (CCT/TRiC) activity; 0.3% of 360,000 active; purified chaperonin ATPase assay, HTRF ADP detection, 30 min; activity change, % (no concentration beside the values), hits read low; AID 651819; in the data active = activity change below about -30%; note: % is set by controls: 0 for no effect and ±100 for the full control effect
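ATPase activity: ADP formed was measured by HTRF Transcreener (665/615 nm ratio) after 30 min at 37 deg C with 10 uM ATP. Compounds screened at one 76 uM concentration against 40 or 20 nM TRiC in Tris pH 7.4/KCl/MgCl2/DTT buffer.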
Nrf2 inh – Nrf2 pathway inhibition; 2.1% of 360,000 active; Potency, µM (top dose mostly 46 µM), without a hit: top-dose activity change, negative = inhibition, hits mostly inhibitors; A549 ARE-Fluc reporter, luciferase luminescence, 18-24 h; note: potency is the fitted concentration of half-maximal effect; % is set by controls: 0 for no effect and ±100 for the full control effect; nearly all actives have a fitted effect of over 60% in size
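Reporter: ARE-Fluc in A549. Exposure: 18-24 h, 37 °C, 5% CO2, 5% FBS OPTI-MEM. Readouts: fluorescent cytotoxicity (CellTiter-Fluor), then luminescent Nrf2 signal after BugLite.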
MmCpn inh – M. maripaludis TRiC chaperonin inhibition; purified Mm-Cpn ATPase, ADP Transcreener TR-FRET; Potency, µM (highest dose often 76.9 µM), for inactives: top-dose activity, negative = inhibition, actives largely listed as inhibitors; 0.031% of 330,000 active; AID 504842; note: potency is the fitted concentration of half-maximal effect; % is set by controls: 0 for no effect and ±100 for the full control effect; nearly all actives have a fitted effect of over 80% in size
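Quantitative HTS used 25 nM Mm-CPN and 10 uM ATP in magnesium/KCl Tris buffer, pH 7.4, with 1 mM DTT. Hydrolysis ran 30 min at 37°C; ADP was read by HTRF.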
Nrf2 activator – activates Nrf2 signaling | 0.31% of 410,000 active | AREc32 ARE-luciferase reporter (MCF7-derived line), luminescence, 24 h | Potency, µM (highest dose often 46.1 µM), without a hit: top-dose activation, actives largely listed as activators; note: potency is the fitted concentration of half-maximal effect; % of control where 0% means no effect; nearly all actives have a fitted effect of over 65% in size
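Nrf2 activation is followed as ARE-luciferase induction in the AREc32 line after one day of compound treatment; luminescence is read with Steady-Glo.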
pAkt inh – inhibitors of Akt phosphorylation; 0.32% of 360,000 active; activity change, % for hits at 50 µM; Neuro2A IGF-stimulated pAkt S473 HTRF, 20 min; stronger effect = lower value; in the data active = activity change below about -80%; inconclusive = mostly about -51% to -80%; note: % is set by controls: 0 for no effect and ±100 for the full control effect
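Single-point screen (50 µM final compound) in Neuro2A cells stimulated 20 min with 6 nM IGF at 37 deg C. After lysis, Ser473-phosphorylated Akt read by HTRF (ex 330 nm, em 615/665 nm) as the 665/615 ratio.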
A549 tox – A549 cytotoxicity, counter-screen for Nrf2 inhibitors; A549 ARE-Fluc cells, CellTiter-Fluor viability, 18-24 h; Potency, µM (series often up to 46 µM), inactives show top-dose activity change, negative = cytotoxicity, hits mostly inhibitors; 0.16% of 390,000 active; note: potency is the fitted concentration of half-maximal effect; % is set by controls: 0 for no effect and ±100 for the full control effect
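Cytotoxicity counterscreen: CellTiter-Fluor fluorescence was measured in A549 ARE_Fluc cells after 18-24 h of compound exposure in a concentration series. The subsequent BugLite luminescent read reports ARE-luciferase activity.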
Active calls of the source: *; i = inactive; ? = inconclusive; nt = not tested or not shown; & = joins results of further samples; [ ] = another dose, or the depositor's remark. Unless noted, calls come from the whole dose curve; as a rule, active = well fitted curve in the direction sought with a large enough effect; inconclusive = small, poorly fitted or top-dose-only effect, or another doubt; inactive = no such curve, though single readings can be large; an effect the other way counts as inactive or inconclusive. Compounds were not picked by outcome; overall some 4.4% were active at least once.

SMILES	HepG2 tox	S2 tox	TGFb SMAD3 inh	CCT modulator	Nrf2 inh	MmCpn inh	Nrf2 activator	pAkt inh	A549 tox
N#CCCN(Cc1ccccc1)C(=O)Nc1ccc(F)cc1	-13%	i	16%	-1.1	7%	1%	-0.3%	i	-2%
O=S(=O)(Nc1cccc(-c2ccc(N3CCOCC3)nn2)c1)c1ccc(F)cc1F	-14%	i	-8%	nt	nt	nt	0.4%	nt	-1%
COCCCNC(=O)NC(CCC(C)C)c1c(-n2cccc2)sc2c1CCN(C)C2 (stereo unspecified)	1%	nt	-2%	nt	29%	nt	0.8%	nt	-19%
CC(C)C(=O)Nc1nnc(SCC(=O)Nc2ccc3c(c2)OCO3)s1	3%	?	-25%	-1.2	-5%	1%	1.2%	i	-7%
Cc1noc(C)c1C(=O)OCC(=O)NCCC1=CCCCC1	-3%	i	2%	-0.6	11%	-1%	-0.4%	i	0%
Cc1nc(SCC(=O)N2CCN(c3ccccc3)CC2)n[nH]1	10%	i	17%	-1.6	-9%	-1%	-0.7%	i	1%
COCCNC(=S)N(CCc1c(C)[nH]c2ccc(F)cc12)Cc1cccnc1	-17%	i	0%	0.8	-24%	1%	0.3%	i	-12%
COc1cccc2cc(C(=O)N3CCCCC3C)c(=O)oc12 (stereo unspecified)	7%	i	9%	-0.3	14%	0%	-0.4%	i	-4%
Cc1cc(C)c2c(NC(N)=S)n[nH]c2n1	-1%	i	9%	0.8	0%	-2%	0.3%	i	0%
CC(C)(C)NC(=O)C1CC(=O)N(CCc2ccc(F)cc2)C1 (stereo unspecified)	1%	i	1%	-2.4	5%	1%	-0.4%	i	0%
O=c1n(CCCN2CCN(c3cccc(Cl)c3)CC2)nc2ccccn12	21%&-16%	i	-6%&2%	0.4	6%	-13%	2.3%	i	6%
O=C(NCCCCc1ccccc1)c1cc([N+](=O)[O-])cc([N+](=O)[O-])c1	-16%	i	-23%	-1.1	-9%	2%	-1.1%	i	-1%
CCCCc1c(C)nc(N)[nH]c1=O	5%	i	0%	-1.0	-11%	-1%	-0.1%	i	-14%
CC(C)n1c(SCC(=O)NCc2ccco2)nc2c1c(=O)n(C)c(=O)n2C	-3%	i	-19%	-0.4	3%	-1%	1.1%	i	8%
O=C(Nc1cccc(Cl)c1)Nc1nnc(CSCCOc2ccc(Cl)cc2)s1	-12%	i	?	-5.7	?	0%	-0.3%	i	-18%
Cc1cccn2c(=O)c3cc(C(=O)NCC4CCCO4)c(=N)n(C4CCCCC4)c3nc12 (stereo unspecified)	0%	nt	11%	1.8	-15%	-5%	-0.6%	i	?
Cn1c(CN2CCCCC2)nc2cc(NC(=O)c3cccs3)ccc21	-26%	i	-7%	-0.5	-44%	0%	-0.3%	i	5%[1.84 µM]
COc1ccc(NC(=O)COc2ccc(-c3nn(C)c(=O)c4ccccc34)cc2)cc1	-22%&-17%	i	-21%&-3%	-14	-22%&-16%	-10%	-0.4%&-1.0%	i	0%&-1%
Cc1nn(Cc2ccc(C(=O)Nc3nccs3)cc2)c(C)c1Cl	-18%	i	?	-0.1	-7%	-1%	4.3%	i	-2%
COC(=O)c1cc(C)sc1NC(=O)CSc1ncccn1	9%	i	3%	1.5	?	4%	2.1%	i	5%
COc1c(Cl)ccc(Cl)c1C(=O)NCc1ccco1	4%	i	-3%	2.5	2%	-2%	0.2%	i	2%
COc1cnn(-c2ccc(Br)cc2)c(=O)c1SCc1ccccc1	-2%	?	15%	0.9	11%	-10%	0.0%	i	-1%
O=C(NNC(=S)NCc1ccco1)c1ccc(Cl)s1	-11%	i	-11%	-0.6	0%	0%	6.2%	i	9%
O/N=C(\c1ccc2c(c1)OCCO2)C1CCCCC1	-1%	i	-24%	-1.2	nt	-3%	-0.4%	i	-2%
CCOC(=O)c1cnn2c(C)cc(-c3ccc(F)cc3)nc12	-10%	i	19%	-1.8	nt	-4%	1.5%	i	13%
O=C1CC[C@@H](O)CCN1CC[C@H](Sc1ccc(Br)cc1)c1ccccc1	-45%&-21%	?	?	0.5	5%	-3%	-0.5%	i	-1%
O=C(NCCCN1CCN(CCCNC(=O)c2ccc3c(c2)OCO3)CC1)c1ccc2c(c1)OCO2	-3%	i	9%	0.3	-9%	1%	-0.2%	i	11%
CCc1nc2ccccc2c(C(=O)OCC(=O)Nc2ccc(NC(C)=O)cc2)c1C	-2%	i	-1%	-0.8	?	0%	-1.2%	i	-1%
Cn1nc(C(C)(C)C)cc1C(=O)N1CCCCC1c1cc(C(=O)Nc2cccc(C#N)c2)no1 (stereo unspecified)	-8%	?	6%	-1.0	nt	nt	0.9%	i	nt
CCc1ccc(-n2nnc(-c3nc(-c4cccs4)no3)c2N)cc1	6%	i	0%	nt	?	nt	4.7%	nt	9%
O=S(=O)(NCC1CCCO1)c1ccc(-c2ccc(Cl)cc2)cc1 (stereo unspecified)	-18%	i	-22%	-1.6	?	0%	0.8%	i	-7%
CCc1ccc(NC(=O)/C(C#N)=C\c2ccc(OC)c(C(=O)O)c2)cc1	-14%	i	0%	-5.4	2%	1%	3.0%	i	-5%
CCOC(=O)Cc1csc(NS(=O)(=O)c2cc(Cl)ccc2Cl)n1	3%	i	22%	-0.9	-3%	3%	-0.5%	i	-2%
O=C(Nc1ccc2oc(-c3cccnc3)nc2c1)c1ccc2c(c1)OCCO2	-12%	i	8%	1.7	?	-16%	5.3%	i	-8%
Clc1ccc(CN2CCCCCCC2)cc1Cl	6%	i	-3%	-2.7	0%	0%	-0.5%	i	9%
O=C(NCc1ccco1)/C(=C/c1ccc([N+](=O)[O-])cc1)NC(=O)c1ccco1	14%	i	10%	1.2	4%	0%	0.0%	i	13%
COc1ccc(CCNC(=O)Cn2nc(C)c3c(C)n(-c4ccccc4)nc3c2=O)c(OC)c1	-7%	i	-26%	-1.9	-23%	-5%	2.9%	i	4%
CC(C)(C)C(=O)N1CCN(CCN2C(=O)c3cccc4cccc(c34)C2=O)CC1	-2%	i	-7%	1.2	-12%	-1%	2.9%	i	-1%
O=C(COC(=O)/C=C/c1ccc(Cl)cc1)NCCc1ccccc1	2%	i	-20%	-0.2	?	0%	0.3%	i	-9%
COc1ccc(Cl)cc1NC(=O)c1cnc(N2CCCCC2)c2ccccc12	-1%	nt	30%[activator]	nt	nt	nt	26%	nt	9%
Cc1no[n+]([O-])c1COc1cccc(/C=C2\N=C(c3ccccc3)OC2=O)c1	-4%	i	1%	-0.2	1%	-12%	0.2%	i	7%
CCOC(=O)C1=C(C)Nc2ccccc2N=C1N	6%	i	1%	-5.4	12%	1%	-0.6%	i	-1%
CCOC(=O)c1c(C)[nH]c(C)c1S(=O)(=O)N(C)CC(=O)NCc1cccc(C)c1	-9%	i	4%	2.2	1%	-6%	-0.7%	i	0%
CC(C)n1c(=S)[nH]c2ccccc2c1=O	2%	i	-2%	-1.3	?	2%	-0.2%	i	17%
Cc1nc(C(F)(F)F)c(C(=O)N=CN(C)C)s1	-2%	i	-12%	-4.0	1%	-1%	1.6%	i	-2%

Whole records from above. Values in the order: HepG2 tox | S2 tox | TGFb SMAD3 inh | CCT modulator | Nrf2 inh | MmCpn inh | Nrf2 activator | pAkt inh | A549 tox
CC(C)n1c(=S)[nH]c2ccccc2c1=O across the screens: 2% | i | -2% | -1.3 | ? | 2% | -0.2% | i | 17%
Cc1noc(C)c1C(=O)OCC(=O)NCCC1=CCCCC1 across the screens: -3% | i | 2% | -0.6 | 11% | -1% | -0.4% | i | 0%
O=S(=O)(Nc1cccc(-c2ccc(N3CCOCC3)nn2)c1)c1ccc(F)cc1F across the screens: -14% | i | -8% | nt | nt | nt | 0.4% | nt | -1%
COCCNC(=S)N(CCc1c(C)[nH]c2ccc(F)cc12)Cc1cccnc1 across the screens: -17% | i | 0% | 0.8 | -24% | 1% | 0.3% | i | -12%

New compounds follow.
SMILES	HepG2 tox	S2 tox	TGFb SMAD3 inh	CCT modulator	Nrf2 inh	MmCpn inh	Nrf2 activator	pAkt inh	A549 tox
CN1CCN(CCC(=O)N2c3ccccc3Sc3ccc(Cl)cc32)CC1	-40%	nt	-6%	-5.7	3%	0%	7.1%	nt	-18%
O=c1[nH]c(-c2cccs2)nc2ccccc12	-32%	i	-14%	-1.0	-15%	-15%	15%	i	-5%
COc1ccc(Br)cc1/C=N/Nc1ccccn1	-28%	i	?	-4.6	6%	2%	?	i	12%
CC(=O)N1c2ccccc2CCc2ccc([N+](=O)[O-])cc21	-1%	i	0%	0.5	-30%	1%	-0.2%	i	-5%
CCN(CC)C(=O)c1ccc(S(=O)(=O)c2ccccc2)cc1	14%	i	-14%	1.2	?	0%	-0.4%	i	1%
CCOC(=O)C(Cc1ccccc1)NC(=O)CCCC(=O)c1ccccc1 (stereo unspecified)	-41%	i	?	0.2	1%	-1%	0.3%	i	-2%
CCC(=O)Nc1ccc(/C=C(\C(C)=O)C(=O)c2ccccc2)cc1	-33%	?	-3%	1.2	1%	1%	?	i	0%
CCN(Cc1nc2ccccc2c(=O)[nH]1)C(=O)COc1ccccc1Cc1ccccc1	-9%	?	-18%	-1.4	16µM*	-2%	1.5%	i	-15%
C=CCn1c(SCC(=O)c2cc(C)n(CC3CCCO3)c2C)nnc1-c1ccccc1 (stereo unspecified)	-51%	i	-1%	-0.3	-20%	0%	1.4%	i	-2%
Cn1c(SCC(=O)Nc2ccc(Cl)cc2)nnc1C1CC1	-2%	i	2%	-0.5	?	2%	-0.2%	i	0%
COc1ccc(OCC(=O)NCc2nc(-c3ccccc3)no2)cc1	0%	i	-4%	-0.6	-4%	nt	-0.1%	i	-2%
COc1ccccc1NC(=O)CN1C(=O)NC2(CCCc3ccccc32)C1=O (stereo unspecified)	-20%	i	-10%	-1.4	-23%	-3%	-0.6%	i	1%
